Bioassay records: PubChem, National Center for Advancing Translational Sciences (NCATS)
LDHA inh – LDHA (human) enzyme inhibition | purified LDHA, NADH/diaphorase-resazurin fluorescence; stronger effect = lower value | activity change, % (values are at about 110 or 230 µM) | 480,000 tested, 0.15% active; in the data active = activity change below about -30%; inconclusive = mostly about -25% to -30%;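 also: plate controls were DMSO wells for no effect and wells without enzyme for full effect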
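Remaining NADH was detected by diaphorase (0.133 mg/mL) converting 37 µM resazurin to fluorescent resorufin, read at 0 and 20 minutes. The preceding 5-minute room-temperature reaction used 2 nM LDHA, 0.2 mM sodium pyruvate and 0.06 mM NADH at pH 7.4.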
Numbers without * were called inactive.

`Cn1nc(C(=O)N2CC(C(=O)N3CCOCC3)Oc3ccccc32)c2ccccc2c1=O` (centres undefined) gave LDHA inh -1.5.
For Cc1ccc(Cc2cnc(NC(=O)c3cc(=O)c4cc(C)cc(C)c4o3)s2)cc1 the results were LDHA inh -9.6.
`CCOC(=O)C1=CC[C@@H](c2cccc(Br)c2)N(S(=O)(=O)c2ccc(F)cc2)[C@H]1c1cccc(Cl)c1` gave LDHA inh 2.8.
COc1ccc2c(C)c(CCC(=O)NCc3ccc(S(N)(=O)=O)cc3)c(=O)oc2c1C was read as LDHA inh 5.0.
For CC(=O)c1cn(CC(=O)NCc2ccc(F)cc2)c2ccccc12 the results were LDHA inh 4.0.
`CCOc1ccc(CNC(=O)c2cccn2-c2nnc(N3CCCCC3)s2)cc1` gave LDHA inh 6.0.
Screening Cc1cccc(NC(=O)c2cccc(OCc3c(C)noc3C)c2)c1 returned LDHA inh 4.7.
`Cc1cccc(NS(=O)(=O)c2c(C)nn(C)c2C)c1C` gave LDHA inh -1.0.
O=c1[nH]c(=O)n(Cc2ccccc2)c2nc(-c3cccc(F)c3)n(CC3CCCO3)c12 (centres undefined) was read as LDHA inh 3.5.
For CC(=O)NC(Cc1c[nH]c2ccccc12)C(=O)N1CCN(S(=O)(=O)c2ccc(F)cc2)CC1 (centres undefined) the results were LDHA inh 13.8.
`CCc1nnsc1C(=O)N(C)Cc1ccc(F)cc1F` gave LDHA inh 1.9.
For CCCCn1c(SCC(=O)NCc2ccc3c(c2)OCO3)nc2cc(C(=O)OC)ccc2c1=O the results were LDHA inh 2.7.
Screening Cc1cc(C(C)(C)C)ccc1OC(=O)/C=C/c1cccs1 returned LDHA inh 0.0.
CC(C)C[C@H]1CN(CCCC[C@H]2CNC(=O)C(=O)N2CCc2ccccc2)C(=O)C(=O)N1CCC1CCCCC1 was read as LDHA inh -5.8.
For O=C(Nc1ccccc1-c1ccccc1)c1ccc(Cl)cc1 the results were LDHA inh 3.1.
FC(F)(F)c1cc(-c2cccs2)nc(=S)[nH]1 was read as LDHA inh 14.6.
Screening O=C(/C=C/c1ccc(Br)cc1)N(C1CCCCC1)C1CCCCC1 returned LDHA inh 11.4.
Screening CN(CC(=O)N(C)c1ccccc1C(=O)NCc1ccco1)Cc1ccc(F)cc1 returned LDHA inh -6.3.
For CC(NCc1ccc(C#N)cc1)c1ccc(F)cc1F (centres undefined) the results were LDHA inh -0.7.
Screening Fc1ccc(-c2noc(CCc3nc4ccccc4[nH]3)n2)cc1 returned LDHA inh -4.5.
Screening CCCC(NC(=O)C1CCC1)C12CC3CC(CC(C3)C1)C2 (centres undefined) returned LDHA inh -2.1.
Cc1ccc(S(=O)(=O)N2CCN(C(=O)N(C)C)C2C(C)C)cc1 (centres undefined) was read as LDHA inh 2.6.
`CCOC(=O)/C(C#N)=C/N=CN(C)C` gave LDHA inh 0.3.
`O=S(=O)(NC1CCN(S(=O)(=O)c2ccc(Br)cc2)CC1)c1cccs1` gave LDHA inh 9.4.
Screening N#Cc1nc(COc2ccc3c(c2)OCO3)oc1N1CCCCCC1 returned LDHA inh 2.2.
For C[C@@H](O)CNC(=O)c1nc(-c2ccc3cc[nH]c3c2)no1 the results were LDHA inh -1.0.
Screening Cn1cc(C(=O)NCCNC(=O)Cc2ccc(F)cc2)c2ccccc21 returned LDHA inh -6.7.
For Cc1ccc(C(=O)Nc2oc3ccccc3c(=O)c2-c2ccccc2)cc1 the results were LDHA inh 2.1.
For NC1CCN(CCCc2ccccc2)CC1 the results were LDHA inh 1.3.
Screening CCn1cc(C(=O)NCC(C)(CC)N2CCOCC2)c2ccccc21 (centres undefined) returned LDHA inh 7.5.
`S=C1NC2(CCCCC2)N=C1c1ccc(Cl)cc1Cl` gave LDHA inh 3.5.
C#CCN(CC(=O)NC(=O)NCC=C)C1CCc2ccccc21 (centres undefined) was read as LDHA inh -3.8.
For CCOC(=O)C1=C(C)N(C)C(=O)NC1c1cccc(Cl)c1Cl (centres undefined) the results were LDHA inh -7.2.
`Cc1cccc(NC(=O)CSc2nccn2Cc2ccccc2Cl)c1C` gave LDHA inh -4.0.
For CCc1nc2ccccc2n1CC(O)c1cccc(Br)c1 (centres undefined) the results were LDHA inh 10.3.
`CC(=O)N1CCC(C(=O)Nc2ccc(Cl)cc2F)CC1` gave LDHA inh 1.8.
Screening COC(=O)C1=C(C(=O)OC)SC(=C(Cl)C(=S)Sc2ccccn2)S1 returned LDHA inh 4.7.
Cc1ncsc1C(=O)/C=C/c1ccc(F)c(F)c1 was read as LDHA inh 1.1.
`O=C(Cc1ccccc1)OCC(=O)c1ccc(-c2ccccc2)cc1` gave LDHA inh 8.3.
Screening COc1ccc(Cl)cc1N(CC(=O)Nc1c(C)n(C)n(-c2ccccc2)c1=O)S(C)(=O)=O returned LDHA inh -0.4.

An excerpt from above in order of length of the SMILES, largest number first.
Screening COC(=O)C1=C(C(=O)OC)SC(=C(Cl)C(=S)Sc2ccccn2)S1 returned LDHA inh 4.7.
`O=C(Cc1ccccc1)OCC(=O)c1ccc(-c2ccccc2)cc1` gave LDHA inh 8.3.
Cc1ncsc1C(=O)/C=C/c1ccc(F)c(F)c1 was read as LDHA inh 1.1.

(next part)
`Cn1c(=O)[nH]c(=O)c2c1nc(N)n2CC(O)COc1ccc(Cl)cc1Cl` (centres undefined) gave LDHA inh 5.9.
`CCOc1cc2cc(C(=O)c3ccccc3O)cnc2cc1OC` gave LDHA inh 14.0.
Screening Cc1cc(C)c(C(=O)COC(=O)c2ccc(N3CCCC3=O)cc2)cc1C returned LDHA inh 0.6.
O=C(NCc1cccn1Cc1ccc(F)cc1)NC12CC3CC(CC(C3)C1)C2 was read as LDHA inh -7.5.
`O=C(Cn1cc(Br)c(=O)[nH]c1=O)N1CCC2(CC1)OCCO2` gave LDHA inh 3.5.
`O=c1c(-c2ccccc2)nnc2sc(-c3ccc(Cl)cc3)nn12` gave LDHA inh -22.4.
`Cc1ccc2nc(C)c(C(=O)N3CCN(Cc4ccccc4C)CC3)cc2c1` gave LDHA inh -11.0.
`CC(C)(C)C1CCc2nc(Cl)c(C#N)c(C#N)c2C1` (centres undefined) gave LDHA inh 3.3.
Screening Cc1cc(C)c(-n2ccc(C=O)c2)c(C)c1 returned LDHA inh 8.5.
Screening COc1cccc(NC(=O)C(=O)c2c(C)[nH]c3ccccc23)c1 returned LDHA inh 2.4.
Screening CCC(=O)N1N=C(c2ccccc2C)CC1c1ccc2nccnc2c1 (centres undefined) returned LDHA inh -13.3.
Screening COc1cccc(OC)c1C(=O)Nc1cccc2ncccc12 returned LDHA inh -1.7.
CCOc1ccc(NC(=O)Cc2cc(Cl)c3c(c2)OCCCO3)cc1S(=O)(=O)N(C)C was read as LDHA inh 3.4.
Screening CC1(C)CC(=O)C2=C(C1)N(c1ccccc1F)C(=O)CC2c1ccc(Cl)cc1 (centres undefined) returned LDHA inh 8.7.
Cc1cc(=O)oc2cc(OCC(=O)NCCC#N)c(Cl)cc12 was read as LDHA inh 7.4.
`Cc1cc(NC(=O)c2nc3ccccc3nc2N2CCCC2)ccc1Br` gave LDHA inh -0.6.
For CCCCc1cc(=O)oc2cc(OC(C)C(=O)NCc3ccncc3)ccc12 (centres undefined) the results were LDHA inh -1.5.
N#Cc1cccc(Oc2ccccc2-c2ccccc2Oc2cccc(C#N)c2C#N)c1C#N was read as LDHA inh 1.9.
Screening CCCCCCCCCOc1ccc(C#N)c(O)c1 returned LDHA inh 0.5.
For COC(=O)CCc1cc2c(C)cc(=O)oc2cc1O the results were LDHA inh 7.6.
`COc1ccc(CNC(=O)/C=C/c2ccccc2)cc1` gave LDHA inh 9.8.
`CCCCn1c(=O)n(CC(=O)Nc2ccc3c(c2)OCCO3)c(=O)c2c1ncn2C1CCCC1` gave LDHA inh -2.4.
Screening O=c1oc2ccc(Br)cc2cc1S(=O)(=O)N1CCc2ccccc2C1 returned LDHA inh -13.9.
CCN1CCCC1CNC(=O)C(C)C (centres undefined) was read as LDHA inh -1.9.
For CC(CCc1ccccc1)NC(=O)COC(=O)c1ccc2c(c1)NC(=O)CS2 (centres undefined) the results were LDHA inh 7.7.
For CCN(C(=O)C1Cc2ccccc2C(=O)O1)c1c(N)n(Cc2ccccc2)c(=O)[nH]c1=O (centres undefined) the results were LDHA inh -16.8.
Screening CCCCNc1oc(/C=C/c2cccs2)nc1C#N returned LDHA inh 8.4.
For COc1cc(OC)c(NC(=O)N(C)CCc2noc(C(=O)NCc3ccccc3)n2)cc1Cl the results were LDHA inh 1.5.
CC(=O)Nc1ccc(N=CC2=C(O)CC(C)(C)CC2=O)cc1 was read as LDHA inh 4.4.
`CCOC(=O)[C@]12CCC=C1N(Cc1ccccc1)C(=O)[C@H](CC(=O)N1CCN(C(=O)c3ccco3)CC1)C2` gave LDHA inh -1.0.
For Cc1nc(C(C)(C)C)nc2sc(C(=O)N(C)C)c(C)c12 the results were LDHA inh -13.1.
Screening COc1ccc(C(=O)c2oc3ccc(NC(=O)c4ccncc4)cc3c2C)cc1 returned LDHA inh -0.2.
COC(=O)CC(NC(=O)c1ccc(CS(C)(=O)=O)cc1)c1ccc(C)cc1 (centres undefined) was read as LDHA inh 1.2.
Screening S=C(NCCc1c[nH]c2ccccc12)Nc1ccc(Cl)cc1 returned LDHA inh 6.2.
CCCCn1c(N)c(N(CCC)C(=O)c2cccnc2SC)c(=O)[nH]c1=O was read as LDHA inh -2.4.
Screening Cc1cccc(NC(=O)CSC2=C(C#N)C3(CCC(C(C)(C)C)CC3)C(C#N)C(=O)N2)c1 (centres undefined) returned LDHA inh -21.8.
Screening Cc1cc(C(=O)OCC(=O)c2ccc(OC(=O)c3ccccc3)cc2)c2ccccc2n1 returned LDHA inh -7.7.
`COc1ccccc1-c1noc(CCCC(=O)Nc2ccc(S(=O)(=O)N3CCC(C)CC3)cc2)n1` gave LDHA inh 4.2.
`Cc1ccc(C(=O)Cn2c(Cl)nc3c2c(=O)n(C)c(=O)n3C)c(C)c1` gave LDHA inh -16.9.
For Cc1ccc(Cl)cc1NC(=O)CN1CCN(S(=O)(=O)c2cccs2)CC1 the results were LDHA inh 4.0.

In the list so far, these have a cyano group:
For CC(NCc1ccc(C#N)cc1)c1ccc(F)cc1F (centres undefined) the results were LDHA inh -0.7.
`CCOC(=O)/C(C#N)=C/N=CN(C)C` gave LDHA inh 0.3.
Screening N#Cc1nc(COc2ccc3c(c2)OCO3)oc1N1CCCCCC1 returned LDHA inh 2.2.
`CC(C)(C)C1CCc2nc(Cl)c(C#N)c(C#N)c2C1` (centres undefined) gave LDHA inh 3.3.
Cc1cc(=O)oc2cc(OCC(=O)NCCC#N)c(Cl)cc12 was read as LDHA inh 7.4.
N#Cc1cccc(Oc2ccccc2-c2ccccc2Oc2cccc(C#N)c2C#N)c1C#N was read as LDHA inh 1.9.
Screening CCCCCCCCCOc1ccc(C#N)c(O)c1 returned LDHA inh 0.5.
Screening CCCCNc1oc(/C=C/c2cccs2)nc1C#N returned LDHA inh 8.4.
Screening Cc1cccc(NC(=O)CSC2=C(C#N)C3(CCC(C(C)(C)C)CC3)C(C#N)C(=O)N2)c1 (centres undefined) returned LDHA inh -21.8.

The list goes on.
For Cc1nc2nc(CC(=O)NCc3ccccc3)nn2c(C)c1Cc1ccc(Cl)cc1 the results were LDHA inh -1.9.
CCSc1nc2c(c(=O)n(C)c(=O)n2C)n1C/C=C/c1ccccc1 was read as LDHA inh -7.5.
O=C(Nc1ccccc1Cl)c1ccccc1-c1ccccc1 was read as LDHA inh -1.5.
CCc1cccc(NC(=O)COC(=O)c2ccc(C3Nc4ccccc4S(=O)(=O)N3)cc2)c1 (centres undefined) was read as LDHA inh -2.7.
For Fc1ccc(/C=N/Nc2ccccc2Cl)cc1F the results were LDHA inh 12.7.
For C=C(C)CN(CC)C(=O)CCc1cccs1 the results were LDHA inh 1.3.
For CN(C)CCNc1oc(-c2cccs2)nc1C#N the results were LDHA inh inconclusive.
Screening Cc1c(C#N)c(NC(=O)CSc2nnnn2C2CCCCC2)n(CC2CCCO2)c1C (centres undefined) returned LDHA inh 6.9.
Screening O=C1CSc2ccc(C(=O)Nc3cccc4cccnc34)cc2N1 returned LDHA inh 20.5.
`O=C(N[C@H](CO)c1ccccc1)C1CCC(CNS(=O)(=O)c2ccc(Cl)cc2)CC1` (some centres undefined) gave LDHA inh -7.4.
CCOC(=O)C(CC)Oc1ccc2c(=O)c(Oc3ccccc3Br)coc2c1 (centres undefined) was read as LDHA inh -30.5*.
Screening O=[S+]([O-])(NC[C@H]1CCC[C@H](CN[S+](=O)([O-])c2c(F)cccc2F)C1)c1ccc2c(c1)OCCO2 returned LDHA inh 1.4.
`O=C(c1cccc(Cl)c1)N1CCCC(c2nc3ccccc3o2)C1` (centres undefined) gave LDHA inh -8.6.
Cc1ccccc1C(=O)NC1CCC(C(F)(F)F)CC1 (centres undefined) was read as LDHA inh 0.1.
Screening Cc1cccc(C)c1OCCNC(=O)COc1ccc2c(C)cc(=O)oc2c1 returned LDHA inh -6.3.
COc1ccc(OCc2nnc3sc(-c4ccccn4)nn23)cc1 was read as LDHA inh 8.8.
For CN(CC(=O)Nc1ccc(Cl)cc1)C(=O)COc1cccc(F)c1 the results were LDHA inh 1.3.
For Nc1nccnc1C(=O)NCC1CCC1 the results were LDHA inh 1.7.
For Cc1ccc(S(=O)(=O)CC(=O)c2ccc(Cl)c(Cl)c2)cc1 the results were LDHA inh -0.9.
COc1ccc(C(=O)CSc2nnc(C(NC(=O)c3ccc(OC)cc3)C(C)C)n2C)cc1 (centres undefined) was read as LDHA inh 1.3.
Cc1ccc(F)cc1NC(=O)c1nc2ccccc2nc1N1CCOCC1 was read as LDHA inh -2.2.
`CCOc1ccc(NC(=O)c2nn(C)c(=O)c3ccccc23)cc1S(=O)(=O)N1CCCC1` gave LDHA inh 11.4.
`CCSc1ccccc1C(=O)NC(C)C` gave LDHA inh -1.4.

Retrieved by structure from above (3):
For CN(CC(=O)Nc1ccc(Cl)cc1)C(=O)COc1cccc(F)c1 the results were LDHA inh 1.3.
`CCSc1ccccc1C(=O)NC(C)C` gave LDHA inh -1.4.
`CCOc1ccc(NC(=O)c2nn(C)c(=O)c3ccccc23)cc1S(=O)(=O)N1CCCC1` gave LDHA inh 11.4.

These rows are one share of the data; the hit share may differ from the screen's.
